Screens deposited in PubChem by several laboratories.
aDG glyco act: alpha-DG glycosylation activation | activation, % at 10 µM | hit rate 0.22% among 360,000 | AID 624168 | Pro5-aDG cells, alpha-DG glycosylation AlphaScreen (IIH6); 0% Pro5, 100% B10-LARGE cell signal;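 active = activation of at least 8% versus controls, or a plate z-score of at least 8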;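 note: Pro5 are CHO cells carrying HIG-tagged alpha-DG that lacks glycosylation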
Peg3 promoter: Peg3 promoter activity inhibition. inhibition, % at 20 µM. hit rate 1.7% among 360,000. AID 588405. HeLa PEG-Prom luciferase reporter, luminescence, overnight;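 active = inhibition of at least 50% at 20 µM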
NR2E3 ag-1: activates human photoreceptor nuclear receptor NR2E3 | inhibition of corepressor binding, % at 4.78 µM | AID 2300 | Q9Y5X4 | GST-NR2E3/biotin-RetCOR TR-FRET, 1536-well | hit rate 0.12% among 320,000;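 active = percent inhibition above the cutoff of mean plus 3 SD of all tested compounds, set per screening campaign, cut at about 20% in these data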;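 note: 0% = DMSO wells and 100% = biotin wells as full block of FRET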
Target sequence (Q9Y5X4 whole entry, looked up): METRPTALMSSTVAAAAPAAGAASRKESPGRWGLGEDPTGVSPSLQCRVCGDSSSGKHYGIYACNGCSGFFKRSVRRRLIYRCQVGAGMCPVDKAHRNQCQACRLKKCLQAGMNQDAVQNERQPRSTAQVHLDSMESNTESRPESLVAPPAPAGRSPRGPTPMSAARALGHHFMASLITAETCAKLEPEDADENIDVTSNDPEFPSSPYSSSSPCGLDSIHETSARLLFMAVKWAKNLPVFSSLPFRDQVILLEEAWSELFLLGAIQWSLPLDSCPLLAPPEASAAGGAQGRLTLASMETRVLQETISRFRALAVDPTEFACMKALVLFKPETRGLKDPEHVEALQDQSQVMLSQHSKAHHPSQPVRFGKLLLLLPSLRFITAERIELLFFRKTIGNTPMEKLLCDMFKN
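Material – GST-tagged NR2E3 plus biotinylated RetCOR corepressor · Quantity – NR2E3 fusion 1.35 nM · Times – 5 h incubation at 4 °C · Medium – pH 7.5 Tris-based buffer · Technique – TR-FRET, Eu(K)-anti-GST donor, streptavidin-D2 acceptor, ex 340, em 617/671 nm · Benchmarks – high control biotin, low control 0.6% DMSO · Format – 1536-well plates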
Shn3 3UTR inh: reduces Shn3 3'UTR luciferase signal in osteoblasts | Clone20 osteoblast Shn3 3'UTR firefly luciferase, 24 h | hit rate 0.52% among 360,000 | inhibition, % at 12.5 µM;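 active = mean inhibition of at least 75% with every replicate also reaching 75%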;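 note: 0% = median of neutral control wells and 100% = pilot-screen positive control compound; some compounds past the cut are filed as inactive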
hiPSC survival: increases survival of single human iPS cells; hiPSC single-cell survival, ATPlite luminescence; 100% = ROCK inhibitor wells, 0% = DMSO; survival enhancement, % at 20 µM; hit rate 0.044% among 360,000; AID 602274; in the data active = survival enhancement above about 18%;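 note: cells exposed to compounds for 16 hours before the ATP read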
HIF-2a inh: HIF-2a inhibition | 786-0 RCC cells HIF-2a reporter, luciferase luminescence, overnight | inhibition, % at 18.8 µM | hit rate 0.72% among 360,000 | AID 624352;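 active = inhibition of the luminescence signal of 40% or more relative to plate controls, in a single-dose primary screen at 18.75 µM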
TRPM1 prom inh: MITF TRPM1 promoter inhibition in SK-MEL-5 cells; inhibition, % at 12.5 µM; hit rate 0.83% among 330,000; SK-MEL-5 TRPM1 promoter luciferase, 24 h;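 active = mean inhibition across replicates of 60% or more, whatever share of single replicates reaches that level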; note: values of inactives mirror those of a sister screen read the other way
KKLEB cytotox: CF airway cell cytotoxicity counter-screen. KKLEB CF airway cells viability, ATPlite luminescence, overnight; active compounds read low; cells stimulated with P. aeruginosa culture filtrate. activity change (cytotoxicity), % at 5 µM. hit rate 0.36% among 360,000;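 active = corrected activity change at or below -50% at 5 µM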
TWEAK Fn14 block: TWEAK-Fn14 signaling inhibition. TWEAK-stimulated Fn14 reporter cells, luciferase luminescence, 8 h. inhibition, % at 10 µM. hit rate 2% among 360,000; in the data active = inhibition above about 50%
NR2E3 ag-2: agonists of human NR2E3 nuclear receptor | AID 602229 | hit rate 0.35% among 360,000 | Q9Y5X4 | CHO-S Gal4-NCOR/VP16-NR2E3 two-hybrid, luciferase | inhibition of corepressor binding, % at 3.98 µM;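 active = inhibition above the mean of all tested compounds plus 3 SD, cut at about 70% in these data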;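 note: 0% = DMSO with NR2E3 transfected cells and 100% = cells lacking NR2E3 construct; higher means lower luciferase signal from less NR2E3 corepressor binding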
CF NFkB block: cystic fibrosis NF-kB activation inhibition; KKLEB NF-kB-GFP reporter, PAF-induced, GFP fluorescence overnight; inhibition, % at 5 µM; hit rate 0.86% among 360,000; AID 588850;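 active = at least 50% inhibition at 5 µM, scaled per plate between neutral and stimulator controls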;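 note: PAF is a Pseudomonas aeruginosa culture filtrate used as stimulus; plate controls were PAF-stimulated DMSO wells for no effect and unstimulated DMSO wells for full effect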
Active calls of the source: *; / = no result given.

molecule | aDG glyco act | Peg3 promoter | NR2E3 ag-1 | Shn3 3UTR inh | hiPSC survival | HIF-2a inh | TRPM1 prom inh | KKLEB cytotox | TWEAK Fn14 block | NR2E3 ag-2 | CF NFkB block
O=C(Nc1cccc(S(=O)(=O)N2CCOCC2)c1)c1ccc(=O)[nH]c1 | -0.1 | -11 | / | -2 | 8.3 | 3 | -7 | 6 | -15 | -1 | 8
COc1ccc(NC(=O)c2cccc(Cn3cc(Br)c([N+](=O)[O-])n3)c2)c(C)c1 | 4.8 | 30 | -2 | 23 | 0.2 | 17 | -6 | -3 | 27 | -23 | 2
Cc1c(NC(=O)CSc2nc3ccccc3[nH]2)c(=O)n(-c2ccccc2)n1C | -0.2 | 11 | 0 | -4 | -1.1 | 2 | 7 | 12 | 10 | -2 | -8
O=C(Nn1cnnc1)c1ccc([N+](=O)[O-])cc1Cl | -0.1 | 16 | 0 | -83 | -0.4 | 11 | 6 | 2 | 5 | -12 | -16
Cc1c(C)n(C)c2ccc(C(=O)NCCCN3CCCCC3)cc12 | 0.4 | -37 | -4 | 4 | 0.4 | 12 | 4 | 4 | -6 | 11 | -9
CCN(CCO)c1nc(N2CCCCC2)c2cnn(C)c2n1 | 0.0 | 4 | 1 | 9 | -0.6 | 9 | 1 | -19 | 2 | -5 | 18
Cc1noc(C)c1COC(=O)CCc1nc2ccccc2c(=O)[nH]1 | -0.1 | 8 | -2 | -5 | -1.6 | 13 | -1 | 2 | 2 | 0 | 0
Cc1cccc(NC(=O)Nc2ccccn2)c1C | -0.1 | -266 | -3 | -71 | -0.2 | -170 | -43 | -3 | 3 | -21 | -6
CC(C)(C)OC(=O)NCCc1nnc(SCC(N)=O)o1 | -0.2 | -2 | 0 | 0 | 0.4 | 6 | 3 | 4 | 3 | -1 | 7
CSc1ncccc1C(=O)OCc1ccc(C#N)cc1 | 0.4 | -7 | 5 | -6 | -2.3 | -4 | -10 | -22 | -6 | 6 | 27
CCNC(=S)N/N=C/c1ccc(OCC(=O)Nc2ccc(OC)cc2)c(OC)c1 | 0.6 | 18 | -1 | 0 | 2.0 | 17 | 4 | 13 | 14 | 7 | -8
COC1CCN(C(=O)c2cc(COc3cc(C)ccc3C)on2)CC1 | -0.1 | -80 | / | -30 | 3.4 | -112 | / | -1 | -12 | -17 | 11
Cc1nc(NC(=O)c2oc3ccccc3c2C)sc1C(=O)N(C)C | -0.3 | -229 | 1 | -120 | -0.9 | -274 | -60 | 1 | 8 | -140 | -4
O=C1C=C(Nc2ccccc2)CC(c2ccccc2)C1 (stereo not given) | 0.1 | 9 | 0 | 5 | -2.3 | 11 | 11 | -6 | 2 | -3 | -5
O=C(CCC(=O)N1CCOc2ccccc21)NCCN1CCOCC1 | -0.3 | 3 | 1 | -13 | 0.5 | 2 | 0 | -16 | -6 | -23 | 2
CN(C)/C=N/c1sc2c(c1C(N)=O)CCCC2 | 0.5 | -4 | 1 | 6 | -0.7 | -29 | -11 | 0 | 4 | -28 | 7
O=C(O)CCN1C(=O)c2ccc(NC(=O)C(c3ccccc3)c3ccccc3)cc2C1=O | -0.1 | 7 | 1 | -15 | 1.8 | 10 | 3 | 1 | -1 | 8 | 6
O=C(Nc1ccc(OCC(F)(F)C(F)F)cc1)c1ccncc1 | 1.9 | -20 | 1 | 10 | 1.6 | -26 | 6 | -8 | 13 | 15 | -11
CCOc1ccc(Cl)cc1CNCCNCC(C)O (stereo not given) | -0.1 | -6 | -5 | -24 | -0.8 | 13 | -6 | -2 | 9 | -23 | -5
C[C@H](NC(=O)c1nc[nH]c1C(=O)NCCCCCN)C(=O)OCc1ccccc1 | 0.0 | -7 | 0 | -5 | 15 | 2 | -1 | 13 | 14 | -16 | -27
O=C(Nc1ccc(S(=O)(=O)Nc2ncccn2)cc1)C1=NN(c2ccccc2)C(=O)CC1 | -0.1 | 3 | -2 | -3 | 0.1 | 10 | 12 | 6 | 16 | 11 | 10
CCN(CC)C(=O)CSc1nc2ccccc2c(=O)n1CCC(=O)NCc1ccc(F)cc1 | 0.3 | -8 | 0 | 0 | 0.2 | 8 | 11 | -1 | -3 | 4 | -18
Cc1nn(-c2ccccc2)c2nc(N)c(C#N)c(-c3ccc(C(C)(C)C)cc3)c12 | 0.1 | 38 | 2 | 9 | -0.8 | 23 | 7 | -6 | -5 | 0 | 29
O=C(NCC12CC3CC(CC(C3)C1)C2)c1nn2cccnc2c1Cl | -0.3 | 3 | -3 | -32 | -0.9 | -9 | 1 | -2 | 0 | -14 | 2
Cc1onc(-c2ccccc2)c1C(=O)NCCc1ccc(Cl)cc1 | -0.1 | 12 | 2 | -14 | -0.4 | 1 | 6 | 15 | -2 | -2 | 3
Oc1cccc(NC(=S)Nc2ccc(SC(F)F)cc2)c1 | 0.0 | -136 | 1 | -1 | 0.8 | -94 | -18 | 15 | -1 | -31 | 7
FC(F)(F)c1cc(Sc2ccccc2)nc(-c2ccccn2)n1 | 0.8 | -6 | -2 | -13 | -3.2 | -4 | -33 | -8 | -18 | 20 | 13
CCCn1c(-c2ccc(OC)cc2)nc2c(=O)n(C)c(=O)[nH]c21 | -0.1 | 6 | 0 | 4 | -0.6 | 4 | -4 | 2 | 2 | -35 | -9
CCOC(=O)C(CCCCP(=O)(c1ccccc1)c1ccccc1)(NC(C)=O)C(=O)OCC | -0.2 | -1 | 2 | -3 | -0.1 | 23 | 4 | 5 | -6 | 1 | -6
Cc1cccc(N2CCN(C(=O)c3[nH]c(C(F)(F)F)nc3-c3ccccc3)CC2)c1C | -0.1 | -7 | / | 25 | -1.3 | 9 | / | -22 | -12 | 33 | 50*
Cc1cc(C)c2cc3c(N)c(C(=O)Nc4c(C)[nH]c(=O)[nH]c4=O)sc3nc2c1 | -0.2 | 38 | -13 | -7 | -1.4 | 69* | 30 | -1 | 66* | -15 | 3
Cn1c(=O)c2c(nc(-n3ccnc3)n2C)n(C)c1=O | -0.1 | 7 | 8 | -4 | 3.9 | 14 | 0 | -3 | 6 | -9 | -2
NS(=O)(=O)c1ccc(-c2ccc(C=O)o2)cc1 | 0.2 | 17 | -3 | 1 | -0.2 | 6 | 0 | 5 | -8 | -9 | -21
COc1cccc(NS(=O)(=O)c2cc3c(cc2C)N(C(C)=O)CCO3)c1 | -0.3 | 4 | -3 | 12 | -0.3 | -1 | / | -13 | 7 | 3 | -2
Cc1ccc(NS(=O)(=O)c2ccc3c(c2)n(C)c(=O)c(=O)n3C)c(C)c1 | 0.0 | 3 | 7 | 5 | -0.4 | 11 | 4 | -4 | 15 | 11 | -6
Cc1ccc(-c2cc(-c3cccc(F)c3)n[nH]2)c(O)c1 | 0.0 | -207 | 2 | -73 | -1.4 | -139 | -49 | 6 | 3 | -159 | -9
CC(C)c1ccc2[nH]c(O)c(N=NC(=O)c3cccc(S(=O)(=O)Nc4ccccc4Cl)c3)c2c1 | -0.3 | -8 | 5 | -25 | 0.8 | -8 | -8 | -13 | -40 | 15 | 8
Cc1ccc(-n2nc(C)c(C(=O)O)n2)c(C)c1 | -0.2 | 13 | -1 | 0 | -0.4 | 8 | 1 | -3 | 13 | 3 | 9
CCS(=O)(=O)Nc1ccc(C(=O)OC)cc1 | -0.2 | -16 | 0 | -6 | -1.9 | 16 | 0 | -6 | -7 | -23 | 0
CCOc1ccc2nc(NCCNC(=O)C3CC3)c(C)cc2c1 | 0.6 | 5 | 5 | -24 | -1.6 | -14 | -2 | -5 | -4 | -12 | 4
CCCCNC(=O)/C(C#N)=C/c1ccc2c(c1)OCCO2 | 0.3 | -9 | -8 | 36 | 9.0 | -4 | 5 | -7 | -26 | -7 | 28
CCOC(=O)c1ccc(NC(=O)Nc2ccc(F)cc2)cc1 | 0.6 | -154 | 1 | 4 | -1.0 | -114 | -58 | -3 | -8 | -33 | 2
Cc1cc(C)c2c(=O)[nH]c(SCC(=O)Nc3ccccc3)nc2n1 | -0.2 | -16 | 2 | -3 | -1.8 | 9 | -1 | 1 | -9 | 14 | -21
CC1CCCC(C)N1/N=C/c1ccccc1Br (stereo not given) | 0.0 | -6 | 5 | 5 | -0.6 | 10 | 0 | 5 | -4 | 21 | -11
CCNC(=O)C1(C)CCN(C(=O)c2cc(OC)c(OC)c(OC)c2)C1 (stereo not given) | 0.2 | 6 | / | -6 | 1.4 | 8 | / | 12 | 10 | -6 | -16
CCC(=O)Nc1cccc(NC(=S)NC(=O)c2cccc(C)c2)c1 | 0.0 | -225 | 3 | -80 | -0.1 | -233 | -48 | -2 | -4 | -19 | -1
CC(C)CCC1=NN(C(=O)c2ccco2)C(O)(C(F)(F)F)C1 (stereo not given) | -0.1 | -2 | -2 | 2 | 1.3 | 20 | 24 | -3 | -27 | -17 | 0
NC(=O)c1cnccc1C=Cc1ccccc1 | 0.0 | 3 | / | 4 | -2.2 | 6 | -5 | -4 | 8 | -11 | 3
Cc1ccc(C(=O)N/C(=C\c2ccc([N+](=O)[O-])cc2)C(=O)NCCc2ccccc2)cc1 | -0.4 | 10 | 8 | -5 | 0.3 | 6 | 11 | -17 | -30 | 5 | 8
COc1ccc(-c2cc3nc(-c4ccccc4)cc(N4CCN(C(=O)c5ccccc5)CC4)n3n2)cc1 | 0.6 | 33 | / | 12 | -1.5 | 2 | / | -3 | 37 | -40 | 9
CC(=O)Nc1ccc(S(=O)(=O)N2CCC(C(=O)NCc3ccncc3)CC2)cc1 | -0.1 | 3 | 0 | -5 | 0.0 | 3 | -1 | -3 | -8 | -15 | 3
CC(OC(=O)Cn1cnc2ccccc2c1=O)C(=O)NCc1ccccc1 (stereo not given) | -0.1 | -4 | 3 | -5 | -0.3 | 12 | 5 | 8 | 1 | -30 | 10
CCc1ccccc1NC(=O)CCC(=O)c1cccs1 | 0.2 | 15 | -4 | 7 | -0.1 | 6 | 12 | 10 | 5 | -6 | -13
O=S(=O)(Nc1ccon1)c1ccc(F)c(F)c1 | -0.4 | 4 | 0 | -6 | -0.6 | 14 | -4 | 10 | -5 | 30 | 1
COc1ccc(OCC(=O)N/N=c2\oc3c(OC)cccc3cc2C(N)=O)cc1 | -0.2 | 17 | 2 | -1 | -0.7 | 15 | 3 | -6 | -23 | -6 | 13
O=C(CCCn1c(=O)[nH]c2cc(Cl)ccc2c1=O)NCC1CCCO1 (stereo not given) | 0.1 | 8 | -1 | -1 | 3.2 | 3 | 14 | 11 | -2 | -17 | -4
